# High-throughput results deposited in PubChem by National Center for Advancing Translational Sciences (NCATS).
# Pol kappa inh: blocks human DNA polymerase kappa activity; Potency, µM (top dose mostly 107 µM), for the others: at the highest dose activity, negative = inhibition, hits mostly inhibitors; 400,000 tested, 0.53% active; Q9UBT6; purified Pol kappa, fluorescent DNA synthesis assay, 10 min; AID 588579; further: on the % scale 0 is the no-effect control and ±100 the full control effect
#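 50 nM final substrate added after 15 min RT preincubation of 10 nM Pol kappa with compound; fluorescence read at 0 and 10 min.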
# BAZ2B inh: inhibitors of human BAZ2B bromodomain; Q9UIF8; AlphaScreen BAZ2B-H3K14Ac peptide displacement; Potency, µM (titrated, usually from 114 µM), for inactives: at the top dose activity change, negative = inhibition, usual class: inhibitors; 360,000 tested, 4.4% active; further: on the % scale 0 is the no-effect control and ±100 the full control effect; nearly all actives have a fitted effect of over 60% in size
#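 Compounds, titrated to a top concentration of 110 uM, were incubated 30 min at room temperature with preformed BAZ2B/acetyl-K14 H3 peptide complex (50 nM each). Proximity signal was measured by AlphaScreen after 20 min with beads.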
# JMJD2A Tudor: blocks the human JMJD2A Tudor domain; O75164; AlphaScreen JMJD2A-Tudor / H3K4me3 peptide binding; Potency, µM (titrated, usually from 114 µM), for the others: at the highest dose activity change, negative = inhibition, most hits filed as inhibitors; 390,000 tested, 4.4% active; further: on the % scale 0 is the no-effect control and ±100 the full control effect; nearly all actives have a fitted effect of over 50% in size
# APE1 inh: blocks human APE1 abasic DNA cleavage; P27695; recombinant APE1, TAMRA/BHQ-2 abasic DNA cleavage fluorescence; Potency, µM (series often up to 65.8 µM), for the others: at the highest dose activity change, negative = inhibition, most hits filed as inhibitors; 350,000 tested, 0.35% active;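 further: plate controls were vehicle for no effect and reference inhibitor for full effect; nearly all actives have a fitted effect of over 55% in size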
# Target sequence (P27695 whole entry, looked up): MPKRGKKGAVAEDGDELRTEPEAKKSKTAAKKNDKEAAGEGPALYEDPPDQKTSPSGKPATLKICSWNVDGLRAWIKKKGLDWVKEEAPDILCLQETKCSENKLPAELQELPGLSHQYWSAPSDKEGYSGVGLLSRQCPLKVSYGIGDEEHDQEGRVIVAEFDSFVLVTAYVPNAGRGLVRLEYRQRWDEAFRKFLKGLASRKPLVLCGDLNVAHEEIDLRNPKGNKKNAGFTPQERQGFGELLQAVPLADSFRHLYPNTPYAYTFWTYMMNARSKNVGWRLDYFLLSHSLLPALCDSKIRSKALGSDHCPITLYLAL
#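 Substrate: short duplex with […] THF abasic site, 5'-TAMRA and 3'-BHQ-2, 50 nM final. APE1 at 0.75 nM, preincubated 15 min RT with compound. Fluorescence increase from first to third read measured activity.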
# Pol beta inh: blocks human DNA polymerase beta activity | 340,000 tested, 1.3% active | Potency, µM (top dose mostly 114 µM), for inactives: top-dose activity change, negative = inhibition, most hits filed as inhibitors | AID 485314 | Pol beta primer extension/strand displacement, fluorescence kinetic; further: on the % scale 0 is the no-effect control and ±100 the full control effect
#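 Preincubation: enzyme (10 nM) with compound, 15 min, RT. Reaction: substrate added to 50 nM final. Reads: 0 and 10 min. Analysis: normalized, Hill fit.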
# G9a block: inhibitors of human histone lysine methyltransferase G9a; Q96KQ7; G9a H3K9 monomethylation, AlphaScreen, 2 h; Potency, µM (titrated, usually from 102 µM), for the others: top-dose activity, negative = inhibition, most hits filed as inhibitors; 350,000 tested, 8.8% active; AID 504332; further: on the % scale 0 is the no-effect control and ±100 the full control effect; nearly all actives have a fitted effect of over 75% in size
# Target sequence (Q96KQ7 913-1193 limits assumed): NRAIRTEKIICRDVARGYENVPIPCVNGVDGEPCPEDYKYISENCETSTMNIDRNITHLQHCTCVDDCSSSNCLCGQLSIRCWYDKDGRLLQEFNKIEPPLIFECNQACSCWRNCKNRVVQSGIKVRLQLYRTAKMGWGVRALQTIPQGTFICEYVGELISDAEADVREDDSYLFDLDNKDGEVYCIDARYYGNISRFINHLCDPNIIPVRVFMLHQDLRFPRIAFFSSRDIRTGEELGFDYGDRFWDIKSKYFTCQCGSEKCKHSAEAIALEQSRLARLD
#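 Enzyme 20 nM + cpd, 15 min RT; add b-H3K9 pep 500 nM / SAM 20 uM; 2 h RT; anti-H3K9me1 Ab 0.5 ug/mL + SA donor / anti-rabbit acceptor beads 20 ug/mL each, 10 min; AlphaScreen read.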
# BLM inh: inhibitors of human Bloom syndrome helicase BLM | Potency, µM (series often up to 56.1 µM), for inactives: at the top dose activity change, negative = inhibition, hits mostly inhibitors | P54132 | recombinant BLM DNA unwinding, fluorescence dequenching | AID 2528 | 350,000 tested, 0.2% active;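 further: plate controls were vehicle for no effect and no enzyme for full effect; nearly all actives have a fitted effect of over 35% in size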
# POLH inh: inhibitors of human DNA polymerase eta | Q9Y253 | AID 588591 | recombinant Pol eta, fluorescent DNA replication assay | Potency, µM (series often up to 114 µM), without a hit: at the highest dose activity change, negative = inhibition, actives largely listed as inhibitors | 390,000 tested, 1.2% active; further: on the % scale 0 is the no-effect control and ±100 the full control effect
#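 Pol eta at 10 nM preincubated with compounds 15 min at room temperature; reaction started with fluorescent substrate (50 nM final) and read kinetically at 0 and 10 min.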
# Pol iota inh: DNA polymerase iota (human) inhibition | Q9UNA4 | Pol iota fluorescent replication assay, 10 min | Potency, µM (series often up to 115 µM), inactives show at the highest dose activity, negative = inhibition, usual class: inhibitors | 390,000 tested, 1% active | AID 588590
#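 Fluorescent replication assay read twice, at 0 min and 10 min after adding 50 nM (final) substrate. Enzyme (10 nM) and compounds were first incubated 15 min at room temperature; enzyme-free buffer wells were negative controls.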
# Starred values were filed as active, the others as inactive; ? = inconclusive; nt = no result given; & = joins results of further samples; [ ] = remark or other dose. The call rests on the fitted dose curve; in most records, active means well fitted curve in the direction sought with a large enough effect; inconclusive means small, poorly fitted or top-dose-only effect, or another doubt; inactive means no such curve, though single readings can be large; an effect the other way counts as inactive or inconclusive. Potency means the concentration at half of the fitted maximal effect.
Structure	BLM inh	Pol iota inh	Pol kappa inh	BAZ2B inh	Pol beta inh	POLH inh	G9a block	JMJD2A Tudor	APE1 inh
O=C(CCCCn1c(=O)[nH]c2ccsc2c1=O)NCc1ccc2c(c1)OCO2	2%	-10%	15%	11%	24%	-6%	24%	0%	-6%
CCOc1ccc(C(CC(=O)O)NC(=O)C(CC)c2ccccc2)cc1 (configuration not stated)	2%	33%[activator]	6%	4%	54%	-23%	-3%	2%	10%
CCOc1ccccc1Nc1nnc(SCc2ccc(C(=O)OC)o2)s1	-7%	-4%	-15%	-2%	?	-21%	?	-12%	-5%
COc1ccc(N2CC(C(=O)N3CCN(c4ccccc4F)CC3)CC2=O)cc1 (configuration not stated)	-3%	50%[activator]	-18%	1%	36%	-5%	12%	-19%	-4%
CCOc1ccc(C2c3c(-c4cc(C)ccc4O)n[nH]c3C(=O)N2Cc2cccnc2)cc1OCC (configuration not stated)	-7%	8%	10%	-3%	12%	?	2%[59 µM]	-16%	nt
Cc1ccc(S(=O)(=O)N(CC(=O)Nc2ccc(C)c(Cl)c2)C(=O)N2CCN(C)CC2)cc1	nt	-11%	-2%	7%	nt	-15%	3%[2.33 µM]	-5%	29%
COc1ccc(NS(=O)(=O)c2ccc(NS(=O)(=O)c3cccc(C(=O)O)c3)cc2)cc1	-5%	28%	2%	-10%	21%	-5%	-4%	-5%	?
O=C(Nc1ccon1)c1nc[nH]c1C(=O)N1CCN(c2ccccc2)CC1	nt	16%	-6%	nt	nt	-16%	nt	-26%	13%

# Other structures follow.
Structure	BLM inh	Pol iota inh	Pol kappa inh	BAZ2B inh	Pol beta inh	POLH inh	G9a block	JMJD2A Tudor	APE1 inh
Cc1ccc(-n2ncc3c(N4CCCCCC4)ncnc32)cc1	-3%	5%	-10%[60.1 µM]	29%	23%	-16%	84%[activator][59 µM]	51%[activator]	nt
CCn1c(=O)c2cc(C(=O)NCCOC)sc2c2ccccc21	-2%	-17%	-6%	2%	12%	-1%	?	-8%	16%
CC1CN(c2oc(-c3ccco3)nc2C#N)CC(C)O1 (configuration not stated)	5%	10%	-3%	-29%	9%	2%	-32%	-16%	-2%
O=C(CSc1ncnc2c1oc1ccccc12)NCC1CCCO1 (configuration not stated)	nt	-11%	15%	nt	nt	-2%	nt	-10%	nt
O=C(CC1NCCNC1=O)Nc1ccc(F)c(Cl)c1 (configuration not stated)	3%	?	-11%	-12%	53%	-6%	10%[59 µM]	-8%	nt
O=C(O)c1cc(NS(=O)(=O)c2ccc(N3CCOCC3)c([N+](=O)[O-])c2)cc(C(=O)O)c1	4%	7%	-7%	2%	-2%	4%	-9%[59 µM]	6%[57.1 µM]	3%
NC(=O)Cn1cnc2c(nnn2-c2cccc(Cl)c2)c1=O	-8%	19%	-6%	6%	-2%	-4%	-5%	-14%	-3%
c1ccc(-n2c(-c3ccco3)nnc2-c2ccco2)cc1	2%	11%	-9%	13%	15%	-5%	30%[12.7 µM]	-3%	1%

# Later entries:
Structure	BLM inh	Pol iota inh	Pol kappa inh	BAZ2B inh	Pol beta inh	POLH inh	G9a block	JMJD2A Tudor	APE1 inh
Cc1ccc2nc(N3C(=O)C(O)=C(C(=O)c4cc5ccccc5o4)C3c3cccs3)sc2c1 (configuration not stated)	-10%	50%[activator]	2%	-6%	25%	-4%	20%[59 µM]	?	-3%
CCOc1ccc(C(=O)NC2CC3CCCC(C2)N3CC(C)C)cc1 (configuration not stated)	2%	42%[activator]	-7%	-7%	-19%	-24%	-7%	-8%	13%
CCOC(=O)C1C(=O)CC(C)(O)C(C(=O)OCC)C1c1cccc(OC(F)(F)C(F)F)c1 (configuration not stated)	-4%	15%	-11%	1%	-10%	2%	4%	-5%	-9%
CCOC(=O)c1csc(NC(=O)CSc2nnnn2CC)n1	1%	-3%	10%	-6%	23%	-8%	-25%	-5%	-5%
COc1cccc(/C=C(/C(=O)OCC(N)=O)c2ccccc2)c1	1%	25%	-13%	nt	0%	-1%	-1%	-15%	-5%
O=C(c1ccccc1)N1CCc2ccccc21	1%	-6%	6%	-13%	2%	-6%	-6%[12.7 µM]	4%	15%
Cc1ccccc1NC(=O)CSC1=C(C#N)C(c2ccsc2)CC(=O)N1 (configuration not stated)	-5%	-8%	-16%	-1%	2%	-10%	-6%[12.7 µM]	-10%	-5%
Cc1nc2sc3c(c2c(=O)n1N)CCC3	-1%	116%[activator]	4%	nt	-2%	-2%	-1%	3%	-6%

# In the list so far, these have a halogen:
Structure	BLM inh	Pol iota inh	Pol kappa inh	BAZ2B inh	Pol beta inh	POLH inh	G9a block	JMJD2A Tudor	APE1 inh
COc1ccc(N2CC(C(=O)N3CCN(c4ccccc4F)CC3)CC2=O)cc1 (configuration not stated)	-3%	50%[activator]	-18%	1%	36%	-5%	12%	-19%	-4%
Cc1ccc(S(=O)(=O)N(CC(=O)Nc2ccc(C)c(Cl)c2)C(=O)N2CCN(C)CC2)cc1	nt	-11%	-2%	7%	nt	-15%	3%[2.33 µM]	-5%	29%
O=C(CC1NCCNC1=O)Nc1ccc(F)c(Cl)c1 (configuration not stated)	3%	?	-11%	-12%	53%	-6%	10%[59 µM]	-8%	nt
NC(=O)Cn1cnc2c(nnn2-c2cccc(Cl)c2)c1=O	-8%	19%	-6%	6%	-2%	-4%	-5%	-14%	-3%
CCOC(=O)C1C(=O)CC(C)(O)C(C(=O)OCC)C1c1cccc(OC(F)(F)C(F)F)c1 (configuration not stated)	-4%	15%	-11%	1%	-10%	2%	4%	-5%	-9%

# Next part.
Structure	BLM inh	Pol iota inh	Pol kappa inh	BAZ2B inh	Pol beta inh	POLH inh	G9a block	JMJD2A Tudor	APE1 inh
COc1cccc(/C=N/NC(=O)c2ccc(=O)n(C)c2)c1OC	-1%	104%[activator]	0%	-27%	8%	-12%	7%[59 µM]	2%	0%
NS(=O)(=O)c1ccc(N=Nc2c(O)ccc3ccccc23)cc1	-14%	34%[activator]	-3%	?	11%	?	35µM*	-28%	0%
O=[N+]([O-])c1cccc(/C=N/N2CCN(c3ccccn3)CC2)c1	3%	15%	-7%	-38%	22%[57.1 µM]	-22%	32µM*	-22%	16%
O=C(NCCCn1ccnc1)/C(=C\c1cccnc1)NC(=O)c1cccc(Br)c1	-1%	21%	6%	-34%	-21%	-21%	?	-4%	0%
COc1ccc(C(C)=O)cc1COc1ccc(-n2cnnn2)cc1	2%	-5%	-19%	-8%	7%	-9%	?	-25%	-4%
O=C1[C@H]2CC3CCC2(O3)[C@@H]2OCCCN12 (some centres not stated)	nt	30%	13%	-1%	nt	-6%	9%[2.33 µM]	-13%	64%[activator]
Nn1c(COc2ccccc2)nnc1SCc1cc(=O)[nH]c2ccccc12	2%	13%	-2%	-4%	5%	0%	-3%[12.7 µM]	-6%	-2%
CN1CCN(c2nc3c(c(=O)n(C)c(=O)n3C)n2CC(=O)C23CC4CC(CC(C4)C2)C3)CC1	1%	21%	-8%	-1%	1%	-13%	-39%[59 µM]	-28%	14%

# Additional records
Structure	BLM inh	Pol iota inh	Pol kappa inh	BAZ2B inh	Pol beta inh	POLH inh	G9a block	JMJD2A Tudor	APE1 inh
NC1=NC(=O)/C(=C\c2ccco2)S1	-22%	?	40µM*	79µM*	?	18µM*	-44%[12.7 µM]	50µM*	22µM*
COc1ccccc1CNC(=O)CSc1ncc2c(n1)-c1cc(Cl)ccc1N(Cc1ccccc1)S2(=O)=O	1%	?	-13%	-3%	-27%	-11%	-3%[59 µM]	-1%	nt
O=C(OCC(=O)N1CCCCCC1)c1ccc[nH]c1=O	nt	13%	17%	nt	nt	-7%	nt	3%	19%
COc1ccc(C(CNC(=O)c2oc3cc(Br)ccc3c2C)N2CCCCC2)cc1 (configuration not stated)	1%&2%	34%&17%[activator]	6%&0%	-36%&-10%	6%&28%	-2%&-19%	-8%[59 µM]	-19%&-34%	2%
O=C(N/N=C/c1ccc(O)c(O)c1)c1cccc(S(=O)(=O)N2CCCCC2)c1	-9%	30%	-4%	?	5%	-8%	50µM*	?	16%
CCn1cc([C@@H]2C[C@H]3CN(Cc4cccc(Cl)c4)C(=O)[C@]34CCCN24)c(C)n1	-4%	-4%	-9%	-3%	7%	-15%	5%	2%	0%
COc1ccc(C)cc1NC(=O)C1CCCN(S(=O)(=O)c2cccc3nonc23)C1 (configuration not stated)	-1%	31%[activator]	-8%	0%	0%	0%	-12%	-18%	-1%
O=C(/C=C/c1ccccc1Cl)NCCN1CCOCC1	2%	7%	0%	6%	8%	-9%	30%	-5%	-2%

# Whole records, quoted from the list. Order of values: BLM inh, Pol iota inh, Pol kappa inh, BAZ2B inh, Pol beta inh, POLH inh, G9a block, JMJD2A Tudor, APE1 inh
# `COc1ccc(C(CNC(=O)c2oc3cc(Br)ccc3c2C)N2CCCCC2)cc1` (configuration not stated) across the screens: 1%&2%, 34%&17%[activator], 6%&0%, -36%&-10%, 6%&28%, -2%&-19%, -8%[59 µM], -19%&-34%, 2%
# `COc1ccccc1CNC(=O)CSc1ncc2c(n1)-c1cc(Cl)ccc1N(Cc1ccccc1)S2(=O)=O` across the screens: 1%, ?, -13%, -3%, -27%, -11%, -3%[59 µM], -1%, nt

# Not all compounds are listed; rates above refer to the full screens.
